FBW7 activator – human FBW7 E3 ligase activation, primary screen. 0.13% of 650,000 active. normalized activity (activation), % at 26.1 µM. AlphaScreen FBW7–phospho-cyclin E peptide binding, activator screen; in the data active = normalized activity above about 1.9%;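 note: purified mutant Fbw7 with reduced substrate affinity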
TEAD-YAP inh – TEAD-YAP interaction inhibition | HEK-TIYL cells, TEAD-Gal4/YAP UAS-luciferase luminescence | inhibition, % at 9.12 µM | 1.4% of 640,000 active | AID 1259422; in the data active = inhibition above about 32%;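 note: 0% = median of test compound wells and 100% = reference inhibitor wells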
GPR151 activ – human GPR151 activation | activation, % at 11.2 µM | PathHunter beta-arrestin GPR151 cells, luminescence | Q8TDV0 | 1% of 650,000 active; in the data active = activation above about 4.9%;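 note: 0% = median of compound wells and 100% = cells with positive control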
Target sequence (Q8TDV0 whole entry, looked up): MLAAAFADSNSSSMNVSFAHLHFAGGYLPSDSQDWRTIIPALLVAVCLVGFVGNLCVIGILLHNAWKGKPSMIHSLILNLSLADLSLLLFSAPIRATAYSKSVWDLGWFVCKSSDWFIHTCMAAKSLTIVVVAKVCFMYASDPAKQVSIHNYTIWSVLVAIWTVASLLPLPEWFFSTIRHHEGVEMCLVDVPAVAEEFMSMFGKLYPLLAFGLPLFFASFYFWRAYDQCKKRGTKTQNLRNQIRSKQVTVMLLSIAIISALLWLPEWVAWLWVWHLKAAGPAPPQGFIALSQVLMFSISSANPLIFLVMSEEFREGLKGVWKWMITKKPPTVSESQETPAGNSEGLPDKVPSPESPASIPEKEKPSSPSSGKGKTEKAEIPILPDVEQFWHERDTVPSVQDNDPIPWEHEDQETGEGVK
MITF primary – blocks human microphthalmia-associated transcription factor; O75030; AlphaScreen MITF homodimerization, bead proximity signal; inhibition, % at 2.6 µM; 0.91% of 650,000 active; AID 1259374; in the data active = inhibition above about 50%;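 note: 0% = vehicle wells with protein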
Target sequence (O75030 whole entry, looked up): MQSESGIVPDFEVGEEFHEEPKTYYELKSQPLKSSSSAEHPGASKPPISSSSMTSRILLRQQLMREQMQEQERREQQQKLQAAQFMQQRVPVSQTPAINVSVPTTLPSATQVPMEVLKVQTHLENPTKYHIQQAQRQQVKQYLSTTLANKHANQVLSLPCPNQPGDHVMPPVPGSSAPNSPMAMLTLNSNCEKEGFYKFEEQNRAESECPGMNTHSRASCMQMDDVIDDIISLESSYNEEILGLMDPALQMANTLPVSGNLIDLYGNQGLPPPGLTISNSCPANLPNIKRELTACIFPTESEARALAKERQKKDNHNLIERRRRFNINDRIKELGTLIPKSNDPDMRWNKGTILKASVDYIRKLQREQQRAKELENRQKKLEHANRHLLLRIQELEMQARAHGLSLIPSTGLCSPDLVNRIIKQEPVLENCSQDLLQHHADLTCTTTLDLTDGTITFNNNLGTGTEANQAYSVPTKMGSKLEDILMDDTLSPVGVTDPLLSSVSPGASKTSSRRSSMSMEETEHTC
Starred values were filed as active, the others as inactive.

molecule	FBW7 activator	TEAD-YAP inh	GPR151 activ	MITF primary
CCCCN1CC2([N+](=O)[O-])C(=O)c3ccccc3C([N+](=O)[O-])(C1)C2CC(C)=O (stereo unspecified)	0.0	-5.2	-0.8	-10.2
Cc1cc(NC2=CC(=O)CC(C)(C)C2)ccc1F	-0.1	-1.6	-0.4	-13.5
O=C(N/N=C(\N=Cc1ccccc1)c1ccccc1O)c1ccccc1	0.0	-40.6	-0.2	14.6
CC(C)N(CCNC(=O)c1cccc(NCCCN2CCCC2=O)n1)C(C)C	-0.1	-7.7	1.1	5.9
CC(=O)CSc1nnc(Cc2ccc([N+](=O)[O-])cc2)o1	-0.3	-2.4	1.3	-0.9
Nc1n[nH]c(CNC(=O)c2ccccc2)n1	0.1	-4.0	-2.0	-1.9
Cc1ccc(S(=O)(=O)N(C)CC(=O)NCc2nc(-c3ccc(Cl)cc3)no2)cc1	-0.2	14.2	-0.8	1.2
CCOc1cccc(C2C3=C(Nc4c2c(=O)[nH]c(=O)n4C)c2ccccc2C3=O)c1 (stereo unspecified)	0.8	1.2	-0.9	20.3
O=C(Nc1ccc2[nH]ncc2c1)[C@H]1CCCN1C(=O)[C@H](O)c1ccccc1Cl	0.8	1.5	-0.1	7.6
COc1cccc(-c2ccc(NC(=O)C3CCCN(C(=O)CN4CCCC4=O)C3)cc2)c1 (stereo unspecified)	0.2	-21.7	2.6	17.0
Cc1cccc(NC(=O)c2sc3nc(C)cc(C(F)(F)F)c3c2N)n1	0.1	48.0*	0.6	9.3
CC(C)c1ccc(C2C=C(c3ccc(I)cc3)Nc3nnnn32)cc1 (stereo unspecified)	-0.1	-2.3	0.8	15.3
COc1cccc(-c2c(C#N)c(N)n3c(nc4ccccc43)c2C#N)c1	0.9	-11.4	0.8	25.2
O=C(CN1CCC(O)(c2cccc(C(F)(F)F)c2)CC1)N1CCCc2ccccc21	-0.1	4.6	1.8	4.0
OCCC1CN(C2CCN(c3ccccc3)CC2)CCN1Cc1ccc(F)c(F)c1 (stereo unspecified)	-0.1	1.5	2.8	-5.7
CS(=O)(=O)CCC(C(=O)N1CCc2ccccc21)N1Cc2ccccc2C1=O (stereo unspecified)	0.0	-8.5	-0.3	-3.1
O=S1(=O)C=C(Nc2ccccc2)CC1	-0.1	12.8	-0.5	-7.6
COC(=O)c1ccc(NC(=O)COC(=O)c2cc3ccccc3o2)cc1	0.0	15.1	-0.1	2.5
CCCn1c(=O)c2c(nc3n(-c4cccc(OC)c4)c(C)cn23)n(C)c1=O	-0.2	4.4	1.0	0.5
O=C(NCc1ccccn1)C1CCN(c2nc3ccccc3n3cccc23)CC1	-0.1	7.5	-0.1	6.9
COc1ccc(I)c2ccccc12	1.8	1.6	-0.3	2.2
COc1ccccc1NC(=O)CN1CCC(c2nc3ccc(C)cc3[nH]2)CC1	0.0	-17.1	0.3	-17.5
Cc1cnc(C(=O)OCC(=O)c2cc(C)n(Cc3ccc4c(c3)OCO4)c2C)cn1	0.2	0.6	1.6	15.0
O=C(COC(=O)c1cc[n+]([O-])cc1)Nc1ccc(Cl)c(C(F)(F)F)c1	0.1	1.2	1.9	-8.9
Cc1ccc(C2CC(=O)C=C(NCCc3ccccc3)C2)cc1 (stereo unspecified)	0.1	-7.0	-0.1	14.1
Cc1cc(C)nc(NS(=O)(=O)c2ccc(NC(=O)Cn3cnc4ccccc4c3=O)cc2)n1	0.0	5.9	0.3	6.4
Cc1ccc(/C(N)=N/OC(=O)c2ccc([N+](=O)[O-])cc2)cc1	0.2	-17.2	2.6	16.0
CCOc1ccccc1CN1CCN(Cc2cn(C)nc2C)CC1CCO (stereo unspecified)	0.3	5.9	0.5	3.5
CC1=C(C(=O)OC2CCCCC2)C(c2cccs2)n2nnnc2N1 (stereo unspecified)	0.2	12.7	-0.6	14.2
CCOc1ccc(N2CN=c3s/c(=C\c4ccc(OC)c(OC)c4)c(=O)n3C2)cc1	-0.1	-8.4	-0.1	-13.2
Cc1cnc(-c2ccccc2)nc1Nc1ccc(N2CCOCC2)cc1	-0.2	14.4	0.2	9.6
Cc1ccc(-n2ccnc2SCC(=O)O)cc1C	0.1	4.5	0.5	-0.5
COc1ccc2oc(=O)c(C(=O)N3CCN(c4ccccc4C)CC3)cc2c1	0.0	-51.6	0.7	1.1
CCOC(=O)C1(CC2CCCCO2)CCN(Cc2nc(C(C)C)cs2)CC1 (stereo unspecified)	0.1	-4.8	0.8	-6.4
N#C/C(=C/c1c[nH]c2ccccc12)c1nc(C2CC2)cs1	-0.2	-54.9	0.2	16.7
CC(C(=O)NC1CCCCC1)N(c1ccccc1)S(C)(=O)=O (stereo unspecified)	-0.2	-3.2	0.1	-3.8
CCOc1ccc(CCNC(=O)CSc2nc3ncccc3[nH]2)cc1OCC	0.2	-28.1	-1.2	7.8
COc1ccc(C2=NS(=O)(=O)N(C)C(C(=O)Nc3ccc4c(c3)OCO4)=C2)cc1	-0.2	8.8	-1.4	7.8
Cc1cccc(-n2c(C)cc(C=C3C(=O)N(C)C(=S)N(C)C3=O)c2C)c1	-0.1	3.6	-0.5	7.2
CC1CCN(C(=O)c2cc3nc(-c4ccc(Cl)c(Cl)c4)cc(C(F)(F)F)n3n2)CC1	-0.1	-12.6	0.2	2.0
COc1ccc(/C=C2/N=C(c3ccc([N+](=O)[O-])cc3)OC2=O)cc1OC	0.6	15.4	1.4	1.6
CCCN1CCCn2c1nc1c2c(=O)[nH]c(=O)n1C	-0.1	-5.0	-2.0	2.3
O=C1NC(=S)N/C1=C/c1ccc(N2CCOCC2)cc1	-0.1	4.1	1.9	0.2
COc1cccc2cc(C(=O)Nc3ccccc3F)c(=O)oc12	0.3	-13.9	0.4	-1.3
O=C1C2C3CCC(C3)C2C(=O)N1c1cc(Cl)ccc1Cl (stereo unspecified)	0.1	15.1	0.2	4.8
CCOc1ccccc1NC(=O)CCN1C(=O)c2ccccc2C1=O	0.1	-3.1	1.1	12.6
Cc1ccc(CC(C(=O)O)C(C)C(=O)O)cc1 (stereo unspecified)	0.2	2.1	0.0	13.7
CCOC(=O)c1ccc2c(=O)n(Cc3ccccc3)c(SCc3cccc([N+](=O)[O-])c3)nc2c1	-0.1	-11.1	0.3	-2.3
Cc1cc(SCC(=O)N2CCOCC2)nc2c(C)cccc12	0.0	-0.1	1.9	4.8
COc1ccc(NC(=O)Cn2c(=O)n(Cc3cccs3)c3ncccc32)cn1	0.8	12.5	-0.6	6.3

The closing four compounds of the part above open the next one:
molecule	FBW7 activator	TEAD-YAP inh	GPR151 activ	MITF primary
Cc1ccc(CC(C(=O)O)C(C)C(=O)O)cc1 (stereo unspecified)	0.2	2.1	0.0	13.7
CCOC(=O)c1ccc2c(=O)n(Cc3ccccc3)c(SCc3cccc([N+](=O)[O-])c3)nc2c1	-0.1	-11.1	0.3	-2.3
Cc1cc(SCC(=O)N2CCOCC2)nc2c(C)cccc12	0.0	-0.1	1.9	4.8
COc1ccc(NC(=O)Cn2c(=O)n(Cc3cccs3)c3ncccc32)cn1	0.8	12.5	-0.6	6.3
CC1=C(C(=O)Nc2ccccc2)C(c2ccc(F)cc2)n2c(s/c(=C\c3ccc(C)cc3)c2=O)=N1 (stereo unspecified)	-0.1	-1.3	-1.1	3.2
Cc1ccc(F)c(CN[C@H]2C[C@H]3C(=O)N[C@H](CC(C)C)C(=O)N3C2)c1	-0.1	-1.3	-0.1	1.8
O=[N+]([O-])c1ccc(Cl)c(N=Cc2nc(-c3ccc(Cl)cc3)oc2O)c1	0.0	15.0	4.5	1.4
CCOc1cc(NC(=O)c2ccccn2)c(OCC)cc1NC(=O)c1ccccc1	-0.1	-1.3	1.5	0.4
O=C(CCC(=O)Nc1ccccc1)NNC(=O)c1ccc(F)cc1	0.2	12.1	-0.4	14.1
O=C(Cn1c(=O)oc2cc(S(=O)(=O)N3CCCCC3)ccc21)NC1CCCC1	0.1	3.2	-0.1	1.4
COCCNC(=O)c1cc2c(s1)-c1ccccc1SC2	0.1	-47.8	-1.1	3.4
Cc1sc2nc(C3CC3)nc(NCCNS(=O)(=O)c3ccccc3)c2c1C	0.9	3.8	-0.1	-2.2
Cc1ccc(C2=NN(CC(=O)NC3CCC3)C(=O)c3cc4ccccc4n3C2)cc1	0.1	7.7	-0.9	16.2
COc1cccc(NC(=S)N(CCCN2CCCC(C)C2)Cc2ccco2)c1 (stereo unspecified)	0.0	1.5	-0.1	-16.6
COCc1c(C(=O)N/N=C/c2sccc2C)nnn1-c1nonc1N	-0.1	-0.4	-0.5	-5.1
Nc1c(C(=O)Nc2cccc(F)c2)nnn1Cc1ccccc1Cl	-0.1	-56.4	0.8	1.5
CC1(C)CC(=O)C=C(Nc2cccc3ccccc23)C1	0.0	-3.6	0.1	12.2
COc1ccccc1OCC(=O)Nc1ccc(CC(=O)O)cc1	0.2	8.0	-1.8	12.1
Cc1ccc(OCC(O)Cn2nc(C)cc2C)cc1 (stereo unspecified)	0.4	-10.9	-1.4	24.3
COCCNC(=O)c1ccc(-n2c(SCc3ccc(Cl)cc3)nc3ccccc3c2=O)cc1	0.0	9.3	-0.9	-10.3
CCOC(=O)C(C)CCNC(=O)c1sc2nc(C)n(C)c(=O)c2c1C (stereo unspecified)	0.0	-5.0	0.8	9.9
O=C(CSc1nnc(-c2ccccc2F)o1)N1CCN(c2ccccc2)CC1	0.1	3.5	-2.6	-8.0
O=C(Nc1cccs1)N1CCN(c2ccc(-c3ccco3)nn2)CC1	-0.3	-12.6	-0.5	4.3
CCOC(=O)N1CCC(NC(=O)c2ccc3c(=O)n4c(nc3c2)CCCCC4)CC1	0.0	2.5	-0.3	2.7
O=CN1N=C(c2ccc3ccccc3c2)CC1c1ccccc1 (stereo unspecified)	0.0	-6.0	4.0	5.8
COc1ccc(-c2nn3c(C)cc(C)nc3c2Br)cc1	0.3	-17.5	0.2	5.2
COc1cccc(C(=O)COC(=O)c2ccc3c(c2)C(=O)N(c2ccc(F)cc2)C3=O)c1	0.0	-0.5	-0.5	-11.6
Cc1cc(C)c(NC(=O)CSc2nc3ccc([N+](=O)[O-])cc3s2)c(C)c1	-0.1	3.0	-0.5	3.6
COC(=O)CSc1nnc(CNC(=O)c2ccc(OC)cc2OC)n1C	0.6	-13.1	1.8	0.0
Cc1ccc(CNc2ncnc3c2cnn3-c2ccccc2)cc1	-0.1	3.2	0.5	6.0
O=C(Cc1ccc(Cl)cc1)NNS(=O)(=O)c1ccccc1	0.0	1.1	-0.5	11.1
Cc1ccc(-n2c(SCc3cc(=O)n4ccccc4n3)nc3[nH]ncc3c2=O)cc1Cl	0.1	33.1*	2.3	7.7
CCCn1ncc(CN2CCC(n3nccc3NC(C)=O)CC2)c1C	-0.1	3.8	0.9	0.8
C=CCN(C(=O)c1csnn1)C(C(=O)NCc1ccccc1)c1ccccc1F (stereo unspecified)	0.0	6.7	-0.3	-9.2
C=CCn1c(SCCOC)nc2c1c(=O)[nH]c(=O)n2C	0.0	2.5	1.2	-8.9
CCOc1ccc(/C=N/NC(=O)C2CC2)cc1OC	0.2	-9.6	0.9	-1.4
Cc1c(Cl)cccc1NC(=O)CSC1=C(C#N)C(c2cccs2)C2=C(CCCC2=O)N1 (stereo unspecified)	0.1	4.3	-1.7	13.9
Cc1cnc(-c2ccc(N3CCOCC3)nc2)nc1NC1CCN(Cc2ccccc2)CC1	0.0	-0.6	-1.6	7.5
O=C(COc1ccc(Br)cc1)NNC(=S)NC(=O)c1ccccc1	1.1	3.4	0.1	25.4
Cc1ccc(NS(=O)(=O)c2cc(C(=O)Nc3ccccc3)ccc2Br)cc1	-0.1	38.7*	1.3	-5.8
O=C1CN(CC(=O)Nc2cc(C(F)(F)F)ccc2N2CCOCC2)CCN1	-0.3	-6.6	0.5	-2.7
COc1ccc(OC)c(CNC(=O)c2cc3cc4ccc(OC)cc4nc3o2)c1	-0.1	-0.4	-1.0	2.4
NC(=O)C1CCN(C(=O)COc2ccccc2[N+](=O)[O-])CC1	0.1	-4.5	0.6	-2.1
COc1cc(OC)cc(-c2n[nH]c(=S)n2-c2ccccc2)c1	0.0	3.6	2.4	13.6

Pulled by structure from the list above:
molecule	FBW7 activator	TEAD-YAP inh	GPR151 activ	MITF primary
Cc1ccc(CNc2ncnc3c2cnn3-c2ccccc2)cc1	-0.1	3.2	0.5	6.0
Cc1ccc(C2=NN(CC(=O)NC3CCC3)C(=O)c3cc4ccccc4n3C2)cc1	0.1	7.7	-0.9	16.2

Continuation.
molecule	FBW7 activator	TEAD-YAP inh	GPR151 activ	MITF primary
CCC/C=N/NC(=O)CSc1nc2ccccc2o1	-2.2	-11.5	0.7	6.2
N#Cc1ccc(OC(=O)Cn2cnc3sc4c(c3c2=O)CCCC4)cc1	0.1	-4.9	-0.6	4.8
O=C(NCc1ccco1)c1nccc2ccccc12	0.0	-48.9	0.4	11.2
O=C(NCc1ccccc1)c1ccc2c(=O)n(CCc3ccccc3)c(SCc3nc4ccccc4[nH]3)nc2c1	-0.1	1.9	-0.4	1.9
O=C(CCS(=O)(=O)c1cccc2cccnc12)NCc1ccc(F)cc1	-0.1	12.0	1.2	-4.3

From PubChem

Compounds as they come, and some 3.4% of all compounds hit somewhere here.
